Source: PubChem
Growth percent in the NCI-60 one-dose screen (48 h, 10 µM unless noted): 100 = growth as untreated, 0 = no growth, -100 = all killed.
MCF7: MCF7 breast cancer; actives 6.3% (n = 82,000)
K-562: K-562 leukemia; actives 7.4% (n = 78,000)
SR: SR leukemia cells. actives 8.7% (n = 73,000)
MDA-MB-468: MDA-MB-468 breast cancer; actives 8.5% (n = 78,000)
BT-549: BT-549 breast cancer; actives 4.4% (n = 78,000); AID 1794793
MDA-MB-231: MDA-MB-231 breast cancer. actives 5% (n = 81,000)
MDA-MB-435: MDA-MB-435 melanoma; actives 7.8% (n = 82,000); AID 1794794
MOLT-4: MOLT-4 leukemia cells; AID 1794779; actives 6.9% (n = 80,000)
The depositor's hits bear a star; nt = no result given; [ ] = remark or other dose. How the source made its calls: active means growth percent below 10; inactive means the rest.

SMILES	MCF7	K-562	SR	MDA-MB-468	BT-549	MDA-MB-231	MDA-MB-435	MOLT-4
O=C(CSc1nnc(-c2ccc(Cl)cc2)o1)NC1=NN=C(c2ccc(Cl)cc2)CS1	90	84	102	104	93	111	102	103
O=C(NNc1nc2ccccc2nc1/C=C/c1ccc(Cl)cc1)Nc1cccc(Cl)c1	38	51	45	56	68	71	67	35
O=c1ccc(=O)n(-c2nc(-c3ccc([N+](=O)[O-])cc3)cs2)[nH]1	90	95	94	99	98	105	99	87
CC(=O)[C@@]1(O)[C@H](C)C[C@H]2[C@@H]3CC=C4C[C@@H](O)CC[C@]4(C)[C@H]3CC[C@@]21C	97	107	102	99	115	106	105	105
O/C=C(\Cl)CCl	92	102	113	100	106	116	99	105
COc1ccc(/C=C/C(=O)/C=C(/C=C/c2ccc(OC)c(OC)c2OC)OB(F)F)c(OC)c1OC	nt	9.5*	0.6*	39	31	7.4*	0.7*	3.4*
CC1CC(=O)Nc2ccccc2N1C(=S)Nc1ccccc1 (centres undefined)	103	102	91	99	nt	101	97	99
O=c1c2ccccc2c(-c2ccccc2)nn1-c1ccc(S(=O)(=O)NC(=S)NCc2ccccc2)cc1	91	104	105	nt	91	98	100	98
CC(=O)OCC(=O)[C@@]1(O)CCC2C3CCC4=CC(=O)C=CC4(C)C3[C@@H](O)CC21C (some centres undefined)	96	99	106	107	82	86	102	93
COc1cc(-c2nc3c(sc4nc(C)cc(C)c43)c(=O)[nH]2)cc2c1OCO2	94	103	99	95	126	99	107	99
CN1CCN(c2nc(-n3cc(-c4ccccc4)nn3)nc3ccccc23)CC1	84	nt	98	96	87	90	108	74
COc1ccc(/C=C/C(=O)NCCOC(C)=O)cc1	96	104	90	101	92	105	103	90
CC1(C)CC[C@]2(C(N)=O)CC[C@]3(C)C(=CC[C@@H]4[C@@]5(C)CCC(=O)NC(C)(C)[C@@H]5CC[C@]43C)[C@@H]2C1	80	87	75	98	94	87	90	76
Nc1c(C(=O)Nc2cccc([N+](=O)[O-])c2)sc2nc3c(cc12)CCCCC3	93	90	58	99	89	114	104	91
C=CCc1c2c(c(OC)c3ccoc13)C(=O)/C(=C/c1ccc(Cl)cc1)O2	90	89	106	112	116	92	104	99
NS(=O)(=O)c1ccc(CN2C(=O)C3C(C2=O)C2(Cl)C(Cl)=C(Cl)C3(Cl)C2(Cl)Cl)cc1 (centres undefined)	91	nt	103	94	96	96	96	95
COc1cc(NS(=O)(=O)c2ccc(N)cc2)nc(OC)n1	108	92	95	102	109	105	107	95
COc1ccc(-c2cc(-c3ccccc3)nc(SCCCC(=O)NO)n2)cc1OC	4.2*	3.0*	4.4*	-2.2*	nt	6.6*	9.0*	3.0*
OCC1(CO)CC2(C1)CC(CO)(CO)C2	89	nt	90	102	107	110	108	95
CCCSc1nc(N)nc2c1ncn2CC(C)C	95	99	94	100	107	93	107	107
Nc1ncc(-c2ccc3ncnc(N4CCc5cc(F)c(Cl)cc54)c3c2)cc1C(F)(F)F	8.1*	15	-8.9*	-26*	15	24	0.6*	8.7*
Cc1ccc(-c2nnc(SCc3nc(N)nc(Nc4ccccc4F)n3)n2-c2ccccc2)cc1	95	90	92	86	98	92	100	70
CC(=O)Nc1nc(C(=O)N2N=C(C)/C(=C/c3ccccc3)C2=O)cs1	96	98	91	103	107	113	106	96
COc1ccc(-c2ccc(NC(=O)Nc3ccccc3)c(C)n2)cc1	91	81	91	99	103	106	105	82
C=C(C)[C@@H]1CC[C@]2(C(=O)OC)CC[C@]3(C)[C@H](CC[C@@H]4[C@@]5(C)CC/C(=N\OCCC(=NCCC#N)NOCCC#N)C(C)(C)[C@@H]5CC[C@]43C)[C@@H]12	12[100 µM]	5.4*[100 µM]	1.9*[100 µM]	4.4*[100 µM]	4.4*[100 µM]	5.1*[100 µM]	15[100 µM]	-27*[100 µM]
O=C(Nc1ccccc1)C1=CNc2ccccc2S1=O (centres undefined)	87	100	104	102	109	104	100	105
CCCC(C#N)(C1=CCCCC1)c1ccccc1 (centres undefined)	120	108	92	104	111	102	112	99
O=C(/C=C/CN1CCOCC1)Nc1cc2c(Nc3cccc(Cl)c3F)ncnc2cc1OCCOC(F)F	65	76	97	-15*	86	69	97	77
Cc1cc(-c2nn3c(-c4ccccc4)nnc3s2)c2ccccc2n1	79	nt	nt	87	102	77	99	nt
Cc1cc(CNc2nc3ccc(OC/C(=C/F)CN)cc3o2)cc(C)n1	91	101	109	113	108	87	103	106
COP(=O)(OC)/C(=C\c1cn(C(c2ccccc2)(c2ccccc2)c2ccccc2)cn1)NC(C)=O	99	98	95	99	109	91	91	88
FC(F)(F)c1cc(Br)cc(-c2cc(-c3ccc4c(c3)OCCO4)[nH]n2)c1	11	15	21	41	-3.6*	1.7*	-12*	23
Nc1c(Br)cc(Br)c2c1C(=O)c1c(cccc1S(=O)(=O)O)C2=O	82	106	97	nt	nt	99	113	80
COC(=O)c1ccc(Cl)c2c1C1C=CCC1C(c1cccc3ccccc13)N2 (centres undefined)	89	70	82	89	97	91	70	98
c1ccc(-c2nnc(-c3c[nH]c4ncccc34)s2)cc1	54	84	84	80	95	87	95	83
CCN(CC)CCOC(=O)c1ccc(NC(=O)OCCCOC(=O)Nc2ccc(C(=O)OCCN(CC)CC)cc2)cc1	85	60	84	89	94	82	101	100
S=C(Cc1ccccc1)N1CCN(c2ccc(Cl)cc2)CC1	93	109	92	101	92	111	103	89
O=C1N(Cc2ccc(Cl)cc2)c2ccccc2C12NCCc1cccc(O)c12 (centres undefined)	104	87	101	107	95	88	99	95
O=C(Nc1ccc(Br)cc1)Nc1ccccc1Cl	71	84	85	69	103	72	102	64
COc1cccc(OC)c1O[C@@H](c1ccccc1)[C@H](O)CO	98	98	nt	98	101	88	109	97

A different layout for part of the listing above.
Nc1c(Br)cc(Br)c2c1C(=O)c1c(cccc1S(=O)(=O)O)C2=O
  MCF7 = 82	K-562 = 106	SR = 97	MDA-MB-468 = nt	BT-549 = nt	MDA-MB-231 = 99	MDA-MB-435 = 113	MOLT-4 = 80
S=C(Cc1ccccc1)N1CCN(c2ccc(Cl)cc2)CC1
  MCF7 = 93	K-562 = 109	SR = 92	MDA-MB-468 = 101	BT-549 = 92	MDA-MB-231 = 111	MDA-MB-435 = 103	MOLT-4 = 89
CCN(CC)CCOC(=O)c1ccc(NC(=O)OCCCOC(=O)Nc2ccc(C(=O)OCCN(CC)CC)cc2)cc1
  MCF7 = 85	K-562 = 60	SR = 84	MDA-MB-468 = 89	BT-549 = 94	MDA-MB-231 = 82	MDA-MB-435 = 101	MOLT-4 = 100
COP(=O)(OC)/C(=C\c1cn(C(c2ccccc2)(c2ccccc2)c2ccccc2)cn1)NC(C)=O
  MCF7 = 99	K-562 = 98	SR = 95	MDA-MB-468 = 99	BT-549 = 109	MDA-MB-231 = 91	MDA-MB-435 = 91	MOLT-4 = 88

(further entries)
SMILES	MCF7	K-562	SR	MDA-MB-468	BT-549	MDA-MB-231	MDA-MB-435	MOLT-4
CN(C)c1ccnc(SCc2ccc(Cl)cc2Cl)n1	107	89	90	96	97	100	102	91
COc1ccc(Cn2cncc2-c2c[nH]c3cc(F)ccc23)cc1	86	77	91	78	97	84	94	87
O=C1/C(=C/c2ccccc2)SC(=Nc2ccccc2)N1Nc1ccccc1	1.6*	4.6*	-20*	1.4*	-19*	12	-25*	-1.5*
COc1ccc(OC)c(/C=C2\CCc3ccccc3C2=O)c1	12	18	32	-5.2*	44	53	-38*	23
CC(=O)OC/C(C)=C\CC(C)COC(C)=O (centres undefined)	90	103	83	99	102	100	95	111
CC1=C(c2cc(-c3ccccc3O)[nH]c(=S)n2)C(c2ccccc2)NC(=S)N1 (centres undefined)	97	90	115	108	95	98	98	100
COc1ccc(CC(C#N)Cc2ccc(OC)c(OC)c2)cc1OC	103	91	86	101	95	96	109	92
CC(=O)[C@H]1CC[C@H]2[C@@H]3CCC4=CC(=O)CC[C@]4(C)[C@@]3(Br)C(=O)C[C@]12C	104	95	100	101	96	96	106	100
CCN(CC)c1cccc(OC(=O)Nc2cccc(C(F)(F)F)c2)c1	88	106	90	82	117	92	111	78
CCCCSc1n[nH]c(=S)c2nc[nH]c12	99	96	96	106	121	102	108	93
CN(C)C1CCN(C(=O)c2ccc(NC(=O)Nc3ccc(-c4nc(N5CCOCC5)nc(N5CCOCC5)n4)cc3)cc2)CC1	3.9*[2.5 µM]	14[2.5 µM]	3.6*[2.5 µM]	-49*[2.5 µM]	-10*[2.5 µM]	17[2.5 µM]	-17*[2.5 µM]	-8.0*[2.5 µM]
O=C(CC(c1ccccc1)c1cccc2ccccc12)c1ccc(Br)cc1 (centres undefined)	95	74	86	80	nt	83	97	78
CCCCN(CCCC)CCC(O)c1cc2ccc(C(F)(F)F)cc2c2cc(C(F)(F)F)ccc12 (centres undefined)	6.7*	5.3*	-37*	40	91	33	54	29
CC(C)[C@H](C(=O)N(C(=O)NC1CCCCC1)C1CCCCC1)N1C(=O)c2ccccc2C1=O	86	100	82	93	101	87	107	69
O=C(CCN1C(=O)/C(=C/c2ccccc2)SC1=S)N1CCOCC1	41	43	65	52	104	76	82	89
Clc1cnc2ccccc2c1	98	102	31	82	85	89	100	118
CC(C)CNCC(O)COc1ccccc1 (centres undefined)	114	102	102	105	119	102	103	98
CCC1(C(N)=O)CC2C=CC1CC2 (centres undefined)	98	113	109	nt	nt	98	121	111
CC1=C(C)C(=O)C(N2CCCC(C)C2)=CC1=O (centres undefined)	94	nt	nt	96	103	93	118	nt
CC(=O)O[C@H]1CO[C@H]2[C@@H]1OC[C@@H]2Oc1ccnc(NCc2ccc(F)cc2)n1	99	108	113	101	103	109	104	102
O=C1C2CC3CC(C2)CC1C3	95	nt	104	88	121	107	88	88
Cc1cc(Nc2nc(-c3cccnc3)nc3ccccc23)n[nH]1	23	48	16	27	47	96	56	90
Brc1ccccc1/C=N/Nc1nc(N/N=C/c2ccccc2Br)nc(N2CCOCC2)n1	85	94	64	90	107	103	98	73
CCOC(=O)c1c(C)nc2c(c1N)CC(=O)N2Cc1cc(OC)c(OC)c(OC)c1	27	15	21	-4.2*	49	55	4.2*	52
COC(=O)c1nnn(-c2cccc(Cl)c2)c1C(=O)c1ccc(Cl)c(Cl)c1	60	91	nt	78	71	nt	100	82
CCCCCCCCCCCCCCCCCCCCCCCCCCO	95	100	102	104	110	106	106	103
CC(C)NCCCCCNc1cccc2cccnc12	94	107	109	nt	105	113	103	113
O=C1OC(=Nc2cccc([N+](=O)[O-])c2)c2ccccc21	102	99	96	105	97	101	106	96
Cc1nnc(NS(=O)(=O)c2ccc(N3C(N)=NC(N)=NC34CCCCC4)cc2)s1	98	103	107	98	90	103	106	102
O=c1[nH]cc(Nc2cc(Cl)c3nonc3c2[N+](=O)[O-])c(=O)[nH]1	109	108	100	nt	114	104	-41*	91

Complete entries, quoted from the list:
`O=C1C2CC3CC(C2)CC1C3` reads MCF7 = 95; K-562 = nt; SR = 104; MDA-MB-468 = 88; BT-549 = 121; MDA-MB-231 = 107; MDA-MB-435 = 88; MOLT-4 = 88
`Cc1nnc(NS(=O)(=O)c2ccc(N3C(N)=NC(N)=NC34CCCCC4)cc2)s1` reads MCF7 = 98; K-562 = 103; SR = 107; MDA-MB-468 = 98; BT-549 = 90; MDA-MB-231 = 103; MDA-MB-435 = 106; MOLT-4 = 102
`Brc1ccccc1/C=N/Nc1nc(N/N=C/c2ccccc2Br)nc(N2CCOCC2)n1` reads MCF7 = 85; K-562 = 94; SR = 64; MDA-MB-468 = 90; BT-549 = 107; MDA-MB-231 = 103; MDA-MB-435 = 98; MOLT-4 = 73

Following part:
SMILES	MCF7	K-562	SR	MDA-MB-468	BT-549	MDA-MB-231	MDA-MB-435	MOLT-4
O=c1ccn(CCCOc2ccccc2Br)c(=O)[nH]1	92	98	105	112	96	97	96	100
O=C(O)CN1CCSC1=NC(=O)c1ccc(Cl)cc1	96	110	109	nt	106	110	104	100
O=[N+]([O-])c1cccc(S(=O)(=O)Nc2ccccc2Cl)c1	101	102	101	92	82	99	98	95
C#CCOc1ccc(/C=N/Nc2nc(-c3cc4cc(Br)ccc4oc3=O)cs2)cc1OC	42	58	80	27	48	36	79	93
CCCCOP(=O)(O)O	96	121	101	93	102	114	106	113
O=C1CCN(c2cccc3ccccc23)C(=S)N1	93	103	98	98	102	101	103	108
Cn1c(=O)c2c(nc(N/N=C/C(Cl)Cl)n2C)n(C)c1=O	109	105	nt	110	82	114	108	112
O=C1O[C@@H](CO)[C@H](O)[C@@H](O)[C@@H]1O	101	97	100	106	99	117	106	103
N#Cc1c(N)n(CCNC(=O)c2ccccc2)c2nc3ccccc3nc12	109	88	nt	nt	140	112	96	45
Cc1cc(NC(=S)SCc2ccc3c(c2)OCO3)ccc1Cl	92	91	77	83	95	84	88	86
CC1CCC2(OC1)OC1CC3C4CC=C5CC(O)CCC5(C)C4CCC3(C)C1C2C (centres undefined)	105	97	30	89	130	100	116	102
O=c1ncc2c([nH]1)-c1cn(Cc3ccccc3)c(-c3ccccc3)c1CC2	105	63	96	103	nt	88	90	83
O=C1OCCC/C1=C/c1ccc2c(c1)OCO2	89	89	104	94	113	102	99	95
c1ccc(-n2ncc3cccnc32)cc1	96	102	87	106	nt	97	104	96
O=C1CCCCO1	100	113	nt	nt	105	97	105	99
COc1nccc2c(-c3ccc(Cl)cc3)nc(N)nc12	75	nt	88	90	102	96	112	89
NS(=O)(=O)Oc1ccc2nc(Nc3ccc(F)c(F)c3)ccc2c1	93	68	60	97	nt	94	89	67
CCSC(SCC)C(O)C(O)C(O)C(C)O (centres undefined)	91	98	97	103	96	105	106	96
Nc1cc(N)c(N)cc1N	-49*	9.6*	-7.2*	85	85	90	-74*	83
O=C1c2ccccc2C(=O)c2c1cccc2N1CCCC1	75	74	67	91	nt	91	106	75
CC(=Nc1ccc(N(C)C)cc1)c1ccccc1	21	23	33	nt	58	67	54	67
CCCCCCCCCCCCCCCCCCOc1ccccn1	88	nt	118	116	101	101	100	114
Ic1cccc2ccccc12	93	107	102	106	nt	105	121	97
